WRN inhibitor: qHTS for Inhibitors of WRN Helicase; WRN helicase unwinding, fluorescent forked duplex, kinetic; Potency, µM (titrated, usually from 114 µM), without a hit: top-dose activity change, negative = inhibition, hits mostly inhibitors; 360,000 compounds, 0.46% hits; further: potency means the concentration at half of the fitted maximal effect; on the % scale 0 is the no-effect control and ±100 the full control effect; nearly all actives have a fitted effect of over 55% in size
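Fluorescence dequenching readout, ex 525 nm/em 598 nm, kinetic mode: forked duplex DNA (100 nM final) with adjacent fluorophore and quencher unwound by WRN (20 nM final) with 2 mM ATP. Compound preincubation 15 min, room temperature.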
Abeta rescue: qHTS for compounds that reverse cellular toxicity of Amyloid beta (A-beta) peptide in yeast: Primary Screen; 410,000 compounds, 0.063% hits; yeast expressing A-beta42, growth rescue, OD600, 48 h; response scale: 0% DMSO, 100% iron-clioquinol control; Potency, µM (top dose mostly 46.1 µM), for the others: top-dose growth rescue, usual class: activators; further: potency means the concentration at half of the fitted maximal effect; nearly all actives have a fitted effect of over 55% in size
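Growth rescue measured by 600 nm absorbance after 48 h yeast culture at 30 C with compound. Values normalized between DMSO and an equimolar ferric chloride plus clioquinol control.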
FUS yeast rescue: qHTS for Suppressors of FUS Proteinopathy: Primary screen using FUS-linked yeast assay; S. cerevisiae FUS-expressing, growth rescue, OD600, 24 h; Potency, µM (highest dose often 76.6 µM), inactives show at the top dose growth rescue (activation), actives largely listed as activators; 390,000 compounds, 0.24% hits;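 further: potency means the concentration at half of the fitted maximal effect; plate controls were DMSO vehicle for no effect and reference control for full effect; nearly all actives have a fitted effect of over 55% in size; some results filed as inactive show a strong effect at the top dose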
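Cultures pregrown in 2.5% raffinose medium are shifted to minimal medium containing 2% galactose to express toxic FUS. Compounds are tested at several concentrations. After 24hr at 30C, growth is quantified at 600 nm absorbance.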
IL-2 act: qHTS of IL-2 Activators; IL-2 activation reporter assay, cell-based qHTS; stimulated with anti-CD3/CD4/CD28 beads; in transgenic mouse T cells; activation, % (series mostly up to about 46 µM); 360,000 compounds, 0.065% hits; AID 652025, 2013; in the data active means activation above about 50%; inconclusive means mostly about 30% to 49%; further: 0% is about no effect
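Unstimulated transgenic mouse T cells, 750 per well, received compound and, after 60 minutes, anti-CD3/anti-CD4 bead plus anti-CD28 stimulation. EGFP and DsRed were quantified after 18 hours.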
EPAC1 antag: qHTS for Antagonist of cAMP-regulated guanine nucleotide exchange factor 3 (EPAC1): primary screen; Rap guanine nucleotide exchange factor 3 (Homo sapiens), O95398; EPAC1 GEF assay, Rap1b-BODIPY-GDP exchange fluorescence; Potency, µM (highest dose often 115 µM), for inactives: at the highest dose activity change, negative = inhibition, actives largely listed as inhibitors; 360,000 compounds, 0.14% hits; AID 720709, 2013;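 further: potency means the concentration at half of the fitted maximal effect; plate controls were vehicle for no effect and positive control for full effect; nearly all actives have a fitted effect of over 50% in size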
Target sequence (O95398 whole entry, looked up): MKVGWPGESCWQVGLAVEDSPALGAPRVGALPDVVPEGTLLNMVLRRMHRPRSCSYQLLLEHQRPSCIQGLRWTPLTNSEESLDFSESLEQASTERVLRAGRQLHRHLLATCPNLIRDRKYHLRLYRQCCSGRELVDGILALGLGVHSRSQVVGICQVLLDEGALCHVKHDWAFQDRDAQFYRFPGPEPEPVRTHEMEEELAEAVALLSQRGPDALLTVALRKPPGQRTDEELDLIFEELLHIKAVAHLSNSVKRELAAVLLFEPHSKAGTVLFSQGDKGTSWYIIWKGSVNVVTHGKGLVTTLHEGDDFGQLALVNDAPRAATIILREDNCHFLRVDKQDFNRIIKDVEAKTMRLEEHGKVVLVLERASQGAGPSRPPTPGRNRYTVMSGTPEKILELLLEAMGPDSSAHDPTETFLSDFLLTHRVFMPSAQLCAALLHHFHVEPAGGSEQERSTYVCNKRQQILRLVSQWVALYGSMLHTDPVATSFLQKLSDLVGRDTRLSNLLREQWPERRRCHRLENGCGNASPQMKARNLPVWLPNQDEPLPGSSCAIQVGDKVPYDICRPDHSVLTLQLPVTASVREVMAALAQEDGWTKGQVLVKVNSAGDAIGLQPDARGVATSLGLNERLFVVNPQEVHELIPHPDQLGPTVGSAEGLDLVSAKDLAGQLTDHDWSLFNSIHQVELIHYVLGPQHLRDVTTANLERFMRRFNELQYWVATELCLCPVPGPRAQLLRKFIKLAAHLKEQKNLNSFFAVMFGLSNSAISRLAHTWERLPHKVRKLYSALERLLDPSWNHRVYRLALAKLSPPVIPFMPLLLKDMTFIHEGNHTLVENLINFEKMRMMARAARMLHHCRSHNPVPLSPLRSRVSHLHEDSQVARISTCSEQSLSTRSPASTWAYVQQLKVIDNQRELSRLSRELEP
PLK1 PBD inh: qHTS for Inhibitors of PLK1-PDB (polo-like kinase 1 - polo-box domain): Primary Screen | Serine/threonine-protein kinase PLK1 (Homo sapiens), P53350 | Potency, µM, for the others: max response, negative = inhibition, hits mostly inhibitors | 360,000 compounds, 2.8% hits | Plk1 PBD binding of FITC phosphopeptide, fluorescence polarization; further: potency means the concentration at half of the fitted maximal effect; series mostly up to about 57 µM; on the % scale 0 is the no-effect control and ±100 the full control effect; nearly all actives have a fitted effect of over 65% in size
PI5P4K alpha inh: qHTS for Inhibitors of phosphatidylinositol 5-phosphate 4-kinase (PI5P4K); Phosphatidylinositol 5-phosphate 4-kinase type-2 alpha (Homo sapiens), P48426; 330,000 compounds, 1.2% hits; max response, %; PI5P4Kalpha enzyme, ADP-Glo luminescence, 60 min; stronger effect = lower value; active means max response of -50% or lower; inconclusive means between -30% and -50%; inactive means -30% or higher; further: value at the top dose of about 77 µM; on the % scale 0 is the no-effect control and ±100 the full control effect
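ADP-Glo luminescence end-point after a 60 min room-temperature kinase reaction. PI5P4Kalpha and substrate in HEPES pH 7.4 buffer with EGTA, 0.1% CHAPS and 5% DMSO; ATP at 5 microM final.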
EPAC1 agonist: qHTS for Agonist of cAMP-regulated guanine nucleotide exchange factor 3 (EPAC1): primary screen; EPAC1 agonist qHTS, biochemical assay; response scale: 100% = response to 6.5 mM cAMP; AID 720707, 2013; Rap guanine nucleotide exchange factor 3 (Homo sapiens), O95398; 360,000 compounds, 0.073% hits; Potency, µM (highest dose often 154 µM), for inactives: at the highest dose activation, hits mostly activators; further: potency means the concentration at half of the fitted maximal effect; nearly all actives have a fitted effect of over 60% in size
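EPAC1 100 nM, Rap1B–BODIPY-GDP 250 nM, unlabeled GDP 50 uM; compound titration; 5 min RT; kinetic read ex480/em540 at 5-min intervals ×30 min; data normalized to 6.5 mM cAMP agonist control.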
Active calls of the source: *; u = inconclusive; x = no result given; [ ] = another dose, or the depositor's remark. Unless noted, the call rests on the fitted dose curve; in most records, active means well fitted curve in the direction sought with a large enough effect; inconclusive means small, poorly fitted or top-dose-only effect, or another doubt; inactive means no such curve, though single readings can be large; an effect the other way counts as inactive or inconclusive.

Preview (11 entries):
SMILES	WRN inhibitor	Abeta rescue	FUS yeast rescue	IL-2 act	EPAC1 antag	PLK1 PBD inh	PI5P4K alpha inh	EPAC1 agonist
c1ccc(CNc2nc3ccccc3n3cnnc23)nc1	3%	5%	-6%	0.0	-6%	-3%	-1	0%
COc1cccc(-c2cnc(C(O)c3ccc(Cl)cc3C)[nH]2)c1 (stereo unspecified)	-1%[57.1 µM]	-5%	-10%	-0.2	-17%	7%	4	-9%
CCOc1ccc(/C=C(/NC(=O)c2ccc(Cl)cc2)C(=O)O)cc1OCC	14%	-8%	9%	-0.4	14%	-1%	0	0%
CC1(CCc2ccccc2)NC(=O)N(CC(=O)Nc2ccc3c(c2)OCCO3)C1=O (stereo unspecified)	6%	-6%	-1%	1.7	3%	-6%	1	-7%
CCOc1cc(C)nc(N2CCCC(C(=O)NCc3ccccc3F)C2)n1 (stereo unspecified)	-5%	-18%	-8%	-0.9	-1%	-6%	x	-6%
O=C(NC(=S)Nc1ccccc1)C1CCCCC1	2%	33%	13%	-2.6	13%	-11%	7	-5%
Cn1nnnc1SCC(=O)NCc1ccccc1	4%	-3%	-11%	0.0	7%	-6%	0	0%
CCOC(=O)CSC1=C(C#N)C(c2sccc2C)CC(=O)N1 (stereo unspecified)	-4%	24%	27%	-2.7	-5%	-4%	x	6%
Cc1nc(NS(=O)(=O)c2ccccc2)sc1NC(=O)OC(C)C	-18%	-13%	3%	-0.8	-2%	0%	x	2%
Cc1[nH]n(C(C)(C)C)c(=O)c1Sc1ccc(Cl)cc1	-7%	-82%[inhibitor]	22%	-2.8	9%	u	-5	-6%
NC(Cc1ccc(Cl)cc1)c1csc(NC(=O)Nc2ccccc2)n1 (stereo unspecified)	-1%	30%	u	-0.8	-7%	-6%	-19	-12%

The whole of this part, previewed entries included:
SMILES	WRN inhibitor	Abeta rescue	FUS yeast rescue	IL-2 act	EPAC1 antag	PLK1 PBD inh	PI5P4K alpha inh	EPAC1 agonist
c1ccc(CNc2nc3ccccc3n3cnnc23)nc1	3%	5%	-6%	0.0	-6%	-3%	-1	0%
COc1cccc(-c2cnc(C(O)c3ccc(Cl)cc3C)[nH]2)c1 (stereo unspecified)	-1%[57.1 µM]	-5%	-10%	-0.2	-17%	7%	4	-9%
CCOc1ccc(/C=C(/NC(=O)c2ccc(Cl)cc2)C(=O)O)cc1OCC	14%	-8%	9%	-0.4	14%	-1%	0	0%
CC1(CCc2ccccc2)NC(=O)N(CC(=O)Nc2ccc3c(c2)OCCO3)C1=O (stereo unspecified)	6%	-6%	-1%	1.7	3%	-6%	1	-7%
CCOc1cc(C)nc(N2CCCC(C(=O)NCc3ccccc3F)C2)n1 (stereo unspecified)	-5%	-18%	-8%	-0.9	-1%	-6%	x	-6%
O=C(NC(=S)Nc1ccccc1)C1CCCCC1	2%	33%	13%	-2.6	13%	-11%	7	-5%
Cn1nnnc1SCC(=O)NCc1ccccc1	4%	-3%	-11%	0.0	7%	-6%	0	0%
CCOC(=O)CSC1=C(C#N)C(c2sccc2C)CC(=O)N1 (stereo unspecified)	-4%	24%	27%	-2.7	-5%	-4%	x	6%
Cc1nc(NS(=O)(=O)c2ccccc2)sc1NC(=O)OC(C)C	-18%	-13%	3%	-0.8	-2%	0%	x	2%
Cc1[nH]n(C(C)(C)C)c(=O)c1Sc1ccc(Cl)cc1	-7%	-82%[inhibitor]	22%	-2.8	9%	u	-5	-6%
NC(Cc1ccc(Cl)cc1)c1csc(NC(=O)Nc2ccccc2)n1 (stereo unspecified)	-1%	30%	u	-0.8	-7%	-6%	-19	-12%
CCC(=O)N1N=C(c2ccc(C)cc2)CC1c1ccco1 (stereo unspecified)	2%	-4%	-8%	0.9	-19%	1%	-3	0%
CC(=O)c1ccc(OC(=O)N2CCOCC2)cc1	-2%	2%	-4%	0.1	16%	-6%	1	-2%
O=C(COC(=O)C1CCCCC1)NCCc1ccccc1	-4%	-12%	18%	-1.6	-24%	-5%	2	-13%
COc1ccc(-c2cc(C)no2)cc1S(=O)(=O)N(C)c1ccc(C)c(C)c1	-5%[57.1 µM]	-13%	21%	4.3	u	-9%	12	3%
COc1ccc([N+](=O)[O-])cc1N(CC(=O)N(C)C)S(C)(=O)=O	9%[57.1 µM]	1%	-16%	-0.7	-22%	-2%	0	-5%
Cc1ccc(-c2noc(-c3ccccc3C(=O)NCc3ccco3)n2)cc1	-16%	1%	15%	-0.5	11%	-10%	-1	-7%
COc1ccc(CN(C)C(=S)Nc2ccc(OC(F)F)cc2)cc1	-6%	u	27%	-1.6	-10%	-6%	2	-8%
COc1cccc(/C=C2/NC(=O)NC2=O)c1OCC(=O)Nc1ccccc1	-6%[57.1 µM]	9%	18%	-0.2	-20%	5%	-2	6%
O=C(NC1CCN(C(=S)Nc2ccc(Cl)cc2)CC1)c1ccco1	7%	-2%	10%	0.3	-10%	-10%	0	3%
CC(C)NC(=S)Nc1ccc2[nH]c(=O)[nH]c2c1	4%	-2%	-22%	0.0	-3%	-27%	1	5%
COc1cc(Nc2cccc(-c3ccccc3)n2)cc(OC)c1OC	-3%	-8%	17%	0.8	-4%	3%	24	12%
C/C(=N/NC(=O)CN1CCN(S(=O)(=O)c2ccc(Br)cc2)CC1)c1ccco1	2%	13%	-8%	-1.4	-10%	-8%	3	-12%
CC(C)NC(=O)NC(=O)COC(=O)/C=C/c1ccc2c(c1)OCO2	4%	24%	9%	0.6	-4%	-4%	-3	10%
O=C(CN(C(=O)c1csnn1)c1cccc(Cl)c1)NCCc1ccccc1	-3%	-8%	14%	0.8	-20%	-6%	-3	-4%

(further entries)
SMILES	WRN inhibitor	Abeta rescue	FUS yeast rescue	IL-2 act	EPAC1 antag	PLK1 PBD inh	PI5P4K alpha inh	EPAC1 agonist
COc1ccccc1NC(=S)Nc1ccccc1F	4%	15%	0%	0.6	9%	-2%	-3	-14%
Cc1ccccc1N=Cc1ccc[nH]1	0%	-1%	-20%	-0.8	-8%	-2%	-1	-2%
O=c1ccn(Cc2ccccc2)c(=O)n1Cc1ccccc1	-4%	-1%	-1%	2.7	-15%	-3%	1	5%
COCCNC(=O)C1CC2Cn3c(nc4cc(Cl)c(Cl)cc43)C2N1C (stereo unspecified)	2%	-9%	-32%	-0.8	-7%	1%	-1	-17%
CC(=O)NC(c1ccc(C)cc1)c1cc(Cl)c2cccnc2c1O (stereo unspecified)	-3%[57.1 µM]	u	14%	-2.5	-9%	-3%	-1	-2%
CC(=O)Nc1ccc(NC(=O)COC(=O)c2ccc(S(=O)(=O)NCc3ccco3)cc2)cc1	2%	-6%	23%	0.5	16%	4%	-2	0%
CCOc1cc(C)ccc1OCc1nnc(SCC(=O)c2cccc([N+](=O)[O-])c2)n1C	-14%	-10%	7%	-1.2	7%	-25%	x	-6%
Cc1ccc(NC(=O)COC(=O)c2ccc(Cl)nc2)cc1S(=O)(=O)N1CCCCC1	-5%	6%	-7%	-0.3	-6%	-11%	-19	7%
CCCCNC(=O)O[C@H]1C[C@@H]2CCN3C(=O)CCC(C)(C)[C@H](C1)[C@H]23	-26%	-5%	-3%	-2.1	11%	-8%	7	-2%
COc1ccc(CN2CCn3ncc(C(=O)Nc4cc(C)cc(C)c4)c3C2=O)cc1	-21%	22%	18%	-0.3	6%	4%	-7	-3%
C/C=C(\C)CN1CCC(n2nccc2NC(=O)CCc2ccccc2)CC1	3%	10%	16%	0.9	-8%	-6%	9	18%
NC(=O)C1(N2CCCCC2)CCN(C(=O)c2ccc(-n3cnnn3)cc2)CC1	0%	0%	3%	0.0	8%	27µM*	8	-13%
CC(C)c1ccccc1N=C1SCCCN1C(=O)c1cccc(N2C(=O)CCC2=O)c1	-3%	18%	2%	-2.3	-3%	-3%	5	3%
CC(=O)c1ccc(OCc2cc(C(=O)N3CCN4CCCC4C3)no2)cc1 (stereo unspecified)	-14%	0%	x	-0.1	-8%	4%	2	-2%
COc1cccc(C(C(=O)NCC2CCCO2)N(CC2CCCO2)C(=O)CN2C(=O)c3ccccc3S2(=O)=O)c1 (stereo unspecified)	2%	-9%	3%	1.5	2%	-7%	-4	-6%
O=C(Cc1ccc([N+](=O)[O-])cc1)OCc1ccc([N+](=O)[O-])cc1	-1%[57.1 µM]	-10%	-19%	-0.3	-16%	-7%	0	12%
COc1cc2nc(-c3cccs3)oc(=O)c2cc1OC	3%	8%	-15%	-3.2	2%	-4%	x	2%
COc1ccc(C(CNC(=O)Cn2[nH]c(=O)c3ccccc3c2=O)N2CCCC2)cc1 (stereo unspecified)	6%	8%	18%	-1.7	-6%	u	-13	7%
COc1ccccc1C(=O)NCCC(=O)NCC(c1ccco1)N1CCCCC1 (stereo unspecified)	15%	0%	2%	-5.6	-10%	-16%	-9	-1%
Cc1ccc(OCC(=O)NC(=S)Nc2cccc(NC(=O)c3ccccc3)c2)cc1	11%	-5%	x	-0.8	8%	-25%	-12	8%
CCOc1ccc(S(=O)(=O)NCCC(=O)NCCc2ccc(C(C)C)cc2)cc1	0%	14%	13%	-3.9	-20%	-8%	6	-7%
Cn1c(CN2CCCC2)nc2cc(NC(=O)COc3ccc([N+](=O)[O-])cc3)ccc21	-7%	11%	25%	-2.0	2%	-3%	3	0%

High-throughput results (PubChem)
